Assay outcomes: PubChem BioAssay, several laboratories
HGIII-sPLA2 inh: Blocks human group III sPLA2 activity; Q9NZ20; QFRET BODIPY PC-A2 liposome hydrolysis, fluorescence; inhibition, % at 12.2 µM; 370,000 tested, 0.56% active; AID 743126;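 active = inhibition above mean plus 3 SD of compounds lying within the high and low control bounds, cut at about 19% in these data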;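 also: 0% = median of test compound wells and 100% = no enzyme DMSO wells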
Rev-erbA mod: Rev-erb alpha (human) modulation; P20393; Rev-erbα–FITC-DNA binding, fluorescence polarization, 90 min; activity, % at 10 µM; 370,000 tested, 0.79% active;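 active = activity above about 14%, limit read from the data; passing the limit was not always enough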;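 also: 0% = DMSO wells with 35 nM protein and 100% = DMSO wells with 750 nM protein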
Target sequence (P20393 whole entry, looked up): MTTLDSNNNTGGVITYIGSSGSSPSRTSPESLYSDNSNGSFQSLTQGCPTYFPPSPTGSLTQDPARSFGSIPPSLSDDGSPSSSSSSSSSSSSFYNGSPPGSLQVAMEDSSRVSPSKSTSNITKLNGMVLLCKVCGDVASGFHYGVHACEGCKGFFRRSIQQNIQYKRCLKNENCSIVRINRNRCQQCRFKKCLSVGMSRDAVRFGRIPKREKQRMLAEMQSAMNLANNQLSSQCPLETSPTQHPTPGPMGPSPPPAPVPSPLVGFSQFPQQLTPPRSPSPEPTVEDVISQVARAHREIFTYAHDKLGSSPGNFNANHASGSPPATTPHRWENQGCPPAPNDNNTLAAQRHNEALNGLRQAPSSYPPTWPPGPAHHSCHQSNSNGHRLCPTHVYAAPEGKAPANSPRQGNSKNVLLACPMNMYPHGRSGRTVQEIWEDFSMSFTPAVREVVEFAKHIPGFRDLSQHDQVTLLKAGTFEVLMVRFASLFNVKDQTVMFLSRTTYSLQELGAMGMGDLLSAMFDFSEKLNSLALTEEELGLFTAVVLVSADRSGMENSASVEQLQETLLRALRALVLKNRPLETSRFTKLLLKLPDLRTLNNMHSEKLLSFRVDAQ
PLCb3 inh: inhibitors of human phospholipase C beta3 | Q01970 | Purified PLC-beta3, fluorogenic substrate, fluorescence | inhibition, % at 12.2 µM | 370,000 tested, 0.18% active | AID 720704; in the data active = inhibition above about 11%;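 also: 0% = median of compound wells on plate and 100% = full blocker control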
UHRF1 MBD2 ctr: human UHRF1 methylated DNA binding inhibitors; inhibition, % at 4.4 µM; UHRF1 binding to methylated oligo, TR-FRET; Q96T88; 370,000 tested, 0.75% active; AID 687016; in the data active = inhibition above about 21%;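 also: UHRF1 SRA domain binding a hemimethylated CpG hairpin DNA probe; 0% = median of test compound wells and 100% = reference inhibitor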
PLC-gamma1 inh: blocks human PLC-gamma1 enzyme activity | P19174 | purified PLC-gamma1, fluorogenic substrate, fluorescence | inhibition, % at 12.2 µM | 370,000 tested, 0.84% active; in the data active = inhibition above about 9.5%
Tn7 DDE FP: DD(E)-Tn7 binding inhibition, primary FP screen. P02675. FP displacement of FITC-Tn7 peptide from fibrin DD(E); 0% = median of compound wells per plate. AID 720508. 370,000 tested, 0.13% active. inhibition, % at 8.3 µM;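 active = inhibition above the mean of compounds falling within the control limits plus 3 SD of them, cut at about 14% in these data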;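 also: 0% = plate median of compound wells and 100% = 10 µM Aha-Tn7 peptide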
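Test system: human clot-derived fibrin DD(E) complex / Quantity: 2 µM final DD(E) protein / Incubation: 10 min plus 3 h, room temperature / Measured by: fluorescence polarization / Benchmarks: high control of 10 µM Aha-Tn7 peptide / Replicates: singlicate testing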
ARFGAP1 inh: rat ARFGAP1 inhibition | Arfgap1-stimulated ARF1 GTP hydrolysis, GDP FP detection | inhibition, % at 16.5 µM | 360,000 tested, 0.26% active;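 active = inhibition above a per-plate limit, mean inhibition of low control wells plus 3 SD, cut at about 25% in these data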;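 also: 0% = DMSO wells with enzyme and 100% = wells lacking Arfgap1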
Target sequence (Q62848 1-136 limits assumed): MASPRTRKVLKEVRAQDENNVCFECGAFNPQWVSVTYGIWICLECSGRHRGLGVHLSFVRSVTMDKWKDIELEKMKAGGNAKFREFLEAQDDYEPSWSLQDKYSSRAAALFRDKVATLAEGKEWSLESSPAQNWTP
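Material: rat Arfgap1 catalytic domain, aa 1-136; also added: human ARF1(Δ1-17)-GTP substrate; compound dosing: one concentration, 16.5 µM, DMSO 1.26%; incubation: GTP hydrolysis reaction 2 h at 25 °C; measured by: Tracer-displacement fluorescence polarization with EDTA stop, 620/688 nm; evaluation: % inhibition from polarization; repeats: one replicate per compound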
proKLK7 act: proKLK7 (human) activation, primary screen | P49862 | purified proKLK7, EDANS-DABCYL substrate fluorescence; 100% is mature enzyme control, 0% vehicle | activation, % at 7 µM | 370,000 tested, 0.9% active | AID 652039;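 active = activation above the mean of all tested compounds plus 3 SD, computed per campaign excluding outliers beyond control limits, cut at about 13% in these data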
Target sequence (P49862 whole entry, looked up): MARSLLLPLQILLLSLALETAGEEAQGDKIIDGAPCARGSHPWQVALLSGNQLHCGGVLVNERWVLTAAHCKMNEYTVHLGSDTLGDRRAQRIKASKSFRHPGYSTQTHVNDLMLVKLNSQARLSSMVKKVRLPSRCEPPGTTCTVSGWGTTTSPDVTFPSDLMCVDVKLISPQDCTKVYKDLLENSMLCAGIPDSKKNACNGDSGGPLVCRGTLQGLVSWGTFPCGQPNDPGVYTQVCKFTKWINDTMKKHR
ASAP1 GAP inh: ASAP1 ArfGAP inhibition. Q9ULH1. ASAP1-stimulated ARF1 GTP hydrolysis, GDP FP detection. inhibition, % at 16.5 µM. 360,000 tested, 0.19% active. AID 624377; in the data active = inhibition above about 25%;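 also: 0% = vehicle with enzyme and substrate and 100% = no enzyme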
DDE Tn6 FP inh: inhibitors of Tn6 peptide binding to human fibrin DD(E). P02675. Fibrin DD(E) TRITC-Tn6 fluorescence polarization displacement. inhibition, % at 8.3 µM. 370,000 tested, 0.21% active;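 active = inhibition above a per-campaign cutoff: mean of compounds within control limits plus 3 SD, cut at about 15% in these data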;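 also: 0% = median of all compound wells on the plate and 100% = blocking peptide control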
Numbers without * were called inactive; · = no result given.

no. | Compound | HGIII-sPLA2 inh | Rev-erbA mod | PLCb3 inh | UHRF1 MBD2 ctr | PLC-gamma1 inh | Tn7 DDE FP | ARFGAP1 inh | proKLK7 act | ASAP1 GAP inh | DDE Tn6 FP inh
1 | O=C1Nc2ccccc2SC(c2ccccc2)C1O (stereo unspecified) | 2 | -1 | -9 | 2 | -8 | -3 | 3 | -0.2 | 12 | -3
2 | CC1=C(C(=O)Nc2ccccc2)C(c2ccc(N(C)C)cc2)NC(=O)N1 (stereo unspecified) | 7 | -3 | -4 | 2 | -3 | -6 | -7 | 0.7 | -4 | -4
3 | Cc1ccc2c(c1)c1c3n2CCCNC3CCC1 (stereo unspecified) | 12 | 1 | -48 | 0 | -27 | -2 | 5 | -0.5 | -2 | -2
4 | COC(=O)CSc1nc(-c2cccs2)ccc1C#N | -2 | 6 | -267 | -4 | -182 | -9 | -6 | 11 | 16 | -1
5 | Cc1ccc(S(=O)(=O)NNC(=O)c2cnn(-c3ccccc3)c2C(F)(F)F)cc1 | 2 | -1 | -8 | 3 | -1 | 6 | -14 | -0.8 | 0 | 11
6 | Cc1cc(C)nc(N/N=C/c2c(C)oc3ccccc23)n1 | -5 | 3 | 1 | 1 | -1 | -4 | 8 | 0.2 | -10 | 2
7 | Cc1ccc(C(=O)Nc2c(C)cc(-c3ccccc3)oc2=O)cc1 | -1 | 0 | -6 | 0 | 3 | 6 | 7 | 0.2 | 4 | 5
8 | CN(C)C(=O)CCc1ccc2c3c([nH]c2c1)[C@]1(CCc2ccccc2)[C@@H](C(=O)N2CCCCC2)C[C@H](CC(=O)NCCc2ccccn2)C(=O)N1CC3 | -8 | 5 | -4 | -3 | -1 | 3 | 13 | 0.7 | 7 | -3
9 | CSc1nc(Oc2ccccc2)c2sccc2n1 | 3 | 4 | -1 | -4 | 0 | -1 | -6 | 0.1 | 8 | 6
10 | COc1ccc(NC2=CC(=S)NC(C)(C)C2)cc1 | -12 | -2 | -150 | -11 | -127 | 4 | 6 | 2.9 | -4 | -6
11 | O=C(Nc1ccccn1)c1ccc2ccccc2c1O | 4 | 3 | -63 | 0 | -54 | 4 | 3 | 0.1 | 2 | -9
12 | O=C(O)CCCN1C(=O)C2C3c4ccccc4C(c4ccccc43)[C@@H]2C1=O (stereo partly specified) | -1 | 0 | -2 | 6 | 3 | 3 | 3 | -0.1 | -7 | 2
13 | O=C(NCc1ccccc1)[C@H]1CCCN1C(=O)[C@H]1CCCN1C(=O)c1ccc(F)c(C(F)(F)F)c1 | 15 | 2 | -1 | 6 | 1 | 3 | 13 | -0.1 | -12 | -5
14 | Cc1ccc(C)c(NC(=O)CCN2CCN(c3ccccc3F)CC2)c1 | 1 | 3 | 1 | 0 | 5 | -2 | -3 | -0.2 | -2 | 0
15 | CC(=O)Oc1cc2c(C(=O)NCCN3CCOCC3)c(C)oc2c2ccccc12 | -2 | -3 | 0 | 16 | 2 | -2 | -15 | 0.0 | 7 | 2
16 | CC(C)c1nc(SCC(=O)Nc2nccs2)c2ccccc2n1 | 8 | 1 | -6 | 3 | 1 | -1 | 1 | 0.6 | 14 | -2
17 | CCCc1ccc(Oc2cc(NN3CCCCC3)c([N+](=O)[O-])cc2[N+](=O)[O-])cc1 | 0 | 6 | -1 | -1 | -1 | 10 | 0 | 0.3 | -6 | -4
18 | Cc1ccc(S(=O)(=O)N2CCCCC2)cc1NC(=O)COC(=O)Cc1cccc(C(F)(F)F)c1 | -28 | -2 | -1 | -1 | 1 | 1 | 9 | -0.6 | 15 | -6
19 | CCOc1ccc(N=c2scc(-c3ccccc3)n2CCO)cc1 | 5 | · | 6 | 1 | 1 | -4 | -3 | 0.5 | -8 | -3
20 | CN1CCCN(c2cc(-c3ccc4ccccc4c3)nc3ccnn23)CC1 | -6 | -8 | -129 | 4 | -107 | -9 | 1 | -0.2 | -6 | 8
21 | Cc1ccc(S(=O)(=O)CCC(=O)OCC(=O)NC(C)c2ccccc2)cc1 (stereo unspecified) | 4 | 0 | -7 | -2 | 0 | -1 | 16 | -0.6 | -3 | -9
22 | Cn1cnnc1SCCNS(=O)(=O)c1ccccc1 | 10 | 5 | -1 | 3 | 6 | 2 | -3 | -0.1 | -7 | -3
23 | O=C(Nc1ccc(NC(=O)c2cc3ccccc3o2)cc1)c1ccco1 | -8 | -1 | -46 | 0 | -27 | 4 | -9 | 0.9 | -8 | 9
24 | CN1C(=O)C2(C(C#N)=C(N)N(c3ccc(Cl)cc3)C3=C2C(=O)CC(C)(C)C3)c2ccccc21 (stereo unspecified) | 7 | -3 | -3 | -2 | 5 | -5 | 9 | -0.1 | -15 | 1
25 | O=C(NCC(c1cccs1)N1CCOCC1)c1cc(F)cc(F)c1 (stereo unspecified) | -4 | 4 | 1 | 0 | -1 | -1 | 5 | 0.1 | 3 | 5
26 | CC1(C)Cc2c(cnn2-c2ccc(F)cc2)C(NC(=O)C(C)(C)O)C1 (stereo unspecified) | 0 | -3 | -3 | 0 | -3 | 9 | -4 | -0.6 | -6 | -1
27 | CCOc1ccc(-n2c(SCC(=O)Nc3cc(C(=O)O)ccc3Cl)nc3ccccc3c2=O)cc1 | 2 | 7 | -13 | 4 | 0 | -5 | 3 | -0.3 | 4 | 5
28 | CN(/N=C/c1ccc(O)cc1O)c1nc(-c2ccccc2)cc(-c2ccccc2)n1 | 8 | 2 | -1 | 5 | -2 | -3 | 18 | 0.3 | 3 | -3
29 | Oc1c(Br)cc(Br)cc1C=Nc1ccc2c(c1)OCO2 | 3 | 4 | -20 | -3 | -11 | 3 | 2 | -1.6 | 0 | 0
30 | CC(C)C(=O)Nc1ccc(C(=O)NNC(=S)NC(=O)c2ccccc2[N+](=O)[O-])cc1 | 21* | -4 | 0 | -3 | 5 | -3 | 1 | 0.1 | 1 | 7

Structures from the list above with a nitro group on carbon:
no. | Compound | HGIII-sPLA2 inh | Rev-erbA mod | PLCb3 inh | UHRF1 MBD2 ctr | PLC-gamma1 inh | Tn7 DDE FP | ARFGAP1 inh | proKLK7 act | ASAP1 GAP inh | DDE Tn6 FP inh
17 | CCCc1ccc(Oc2cc(NN3CCCCC3)c([N+](=O)[O-])cc2[N+](=O)[O-])cc1 | 0 | 6 | -1 | -1 | -1 | 10 | 0 | 0.3 | -6 | -4
30 | CC(C)C(=O)Nc1ccc(C(=O)NNC(=S)NC(=O)c2ccccc2[N+](=O)[O-])cc1 | 21* | -4 | 0 | -3 | 5 | -3 | 1 | 0.1 | 1 | 7

Single records, as listed above. Order of values: HGIII-sPLA2 inh	Rev-erbA mod	PLCb3 inh	UHRF1 MBD2 ctr	PLC-gamma1 inh	Tn7 DDE FP	ARFGAP1 inh	proKLK7 act	ASAP1 GAP inh	DDE Tn6 FP inh
O=C1Nc2ccccc2SC(c2ccccc2)C1O (stereo unspecified) is listed with 2	-1	-9	2	-8	-3	3	-0.2	12	-3
Cc1ccc(S(=O)(=O)CCC(=O)OCC(=O)NC(C)c2ccccc2)cc1 (stereo unspecified) is listed with 4	0	-7	-2	0	-1	16	-0.6	-3	-9
O=C(Nc1ccccn1)c1ccc2ccccc2c1O is listed with 4	3	-63	0	-54	4	3	0.1	2	-9
Cc1cc(C)nc(N/N=C/c2c(C)oc3ccccc23)n1 is listed with -5	3	1	1	-1	-4	8	0.2	-10	2
CCCc1ccc(Oc2cc(NN3CCCCC3)c([N+](=O)[O-])cc2[N+](=O)[O-])cc1 is listed with 0	6	-1	-1	-1	10	0	0.3	-6	-4

Next section:
no. | Compound | HGIII-sPLA2 inh | Rev-erbA mod | PLCb3 inh | UHRF1 MBD2 ctr | PLC-gamma1 inh | Tn7 DDE FP | ARFGAP1 inh | proKLK7 act | ASAP1 GAP inh | DDE Tn6 FP inh
31 | Cc1ccc(NS(=O)(=O)c2c(C)[nH]c(C)c2C(=O)N2CCCCC2)c(Cl)c1 | -2 | -3 | -3 | -1 | 2 | 2 | 0 | 0.2 | -3 | 2
32 | CCN(Cc1ccccc1)C(=O)c1cc2c(=O)oc3ccc(C)cc3c2s1 | 8 | 4 | -7 | 0 | -3 | 1 | -8 | -1.3 | -4 | -4
33 | COc1ccc(S(=O)(=O)N2CCN(c3ncccn3)CC2)cc1[N+](=O)[O-] | 1 | 4 | -3 | -2 | -6 | 1 | -3 | 0.1 | -9 | 10
34 | CC(=O)c1cccc(NC(=O)C2COc3ccccc3O2)c1 (stereo unspecified) | -5 | -6 | 1 | -3 | 4 | -2 | 3 | 0.0 | 6 | -9
35 | CC1CCN(C(=O)CN2C(=O)NC(C)(c3ccc4ccccc4c3)C2=O)CC1 (stereo unspecified) | -2 | -2 | -2 | 12 | 9 | -2 | -9 | -0.8 | 6 | 7
36 | CCCCc1ccc(NC(=S)N2CCCC(C)C2)cc1 (stereo unspecified) | 10 | 0 | 0 | 0 | 0 | 1 | -3 | -0.4 | 0 | -1
37 | CCCCCC(=O)Nc1ccc(C(=O)COC(=O)Cn2cnc3c2c(=O)n(C)c(=O)n3C)cc1 | -7 | 4 | -4 | 1 | -3 | -11 | 12 | 0.5 | -5 | 0
38 | COc1ccc(N2CCCN(CC(=O)Nc3ccc(Cl)c(Cl)c3)CC2)cc1 | 15 | 3 | 1 | -2 | -1 | -1 | · | -0.2 | · | -6
39 | C[C@@H]1CN([C@H](C)CO)C(=O)c2cc(NS(=O)(=O)c3ccccc3)ccc2O[C@@H](C)CCCCO[C@@H]1CN(C)Cc1ccccc1 | -17 | 0 | 4 | 1 | 2 | 5 | 7 | 0.1 | -9 | -5
40 | Cc1ccc(C(=O)NC2CCN(CC(=O)Nc3ccccc3Cl)CC2)cc1 | -7 | 3 | -7 | 0 | -1 | -3 | 5 | 0.6 | 9 | -3
41 | O=Cc1cc(Cl)ccc1OCCN1CCC(Cc2ccccc2)CC1 | 6 | 3 | -5 | 1 | 1 | -3 | 4 | 0.0 | 6 | 2
42 | CS(=O)(=O)Nc1ccc(C(=O)NCc2ccco2)cc1 | 0 | -1 | 4 | 0 | 2 | -5 | -8 | 0.5 | -4 | 5
43 | O=C(NC(=S)Nc1nc(-c2ccc(Cl)cc2)cs1)c1cccs1 | 0 | -7 | -1 | -1 | -4 | -4 | -2 | -0.2 | 4 | -1
44 | CC(C)c1nnc(NC(=O)CS(=O)(=O)Cc2ccccc2)s1 | -11 | -5 | 1 | -3 | 1 | -2 | 8 | 0.4 | -11 | 5

4 of the compounds above, with one line to a screen:
38. COc1ccc(N2CCCN(CC(=O)Nc3ccc(Cl)c(Cl)c3)CC2)cc1
40. Cc1ccc(C(=O)NC2CCN(CC(=O)Nc3ccccc3Cl)CC2)cc1
36. CCCCc1ccc(NC(=S)N2CCCC(C)C2)cc1 (stereo unspecified)
43. O=C(NC(=S)Nc1nc(-c2ccc(Cl)cc2)cs1)c1cccs1
Compound,38,40,36,43
HGIII-sPLA2 inh,15,-7,10,0
Rev-erbA mod,3,3,0,-7
PLCb3 inh,1,-7,0,-1
UHRF1 MBD2 ctr,-2,0,0,-1
PLC-gamma1 inh,-1,-1,0,-4
Tn7 DDE FP,-1,-3,1,-4
ARFGAP1 inh,·,5,-3,-2
proKLK7 act,-0.2,0.6,-0.4,-0.2
ASAP1 GAP inh,·,9,0,4
DDE Tn6 FP inh,-6,-3,-1,-1
